Bioassay records as filed in PubChem BioAssay.
Polio RdRp inh = inhibitors of poliovirus RNA polymerase binding and polymerization. P03300. poliovirus polymerase elongation, fluorescence polarization; stronger effect = lower value. % elongation, % (compound at 16.7 µg/mL). 150,000 tested, 0.66% active. AID 588519; in the data active = % elongation below about 90%; note: some results filed as inactive read as strong as hits
Target sequence (P03300 1749-2209 limits assumed): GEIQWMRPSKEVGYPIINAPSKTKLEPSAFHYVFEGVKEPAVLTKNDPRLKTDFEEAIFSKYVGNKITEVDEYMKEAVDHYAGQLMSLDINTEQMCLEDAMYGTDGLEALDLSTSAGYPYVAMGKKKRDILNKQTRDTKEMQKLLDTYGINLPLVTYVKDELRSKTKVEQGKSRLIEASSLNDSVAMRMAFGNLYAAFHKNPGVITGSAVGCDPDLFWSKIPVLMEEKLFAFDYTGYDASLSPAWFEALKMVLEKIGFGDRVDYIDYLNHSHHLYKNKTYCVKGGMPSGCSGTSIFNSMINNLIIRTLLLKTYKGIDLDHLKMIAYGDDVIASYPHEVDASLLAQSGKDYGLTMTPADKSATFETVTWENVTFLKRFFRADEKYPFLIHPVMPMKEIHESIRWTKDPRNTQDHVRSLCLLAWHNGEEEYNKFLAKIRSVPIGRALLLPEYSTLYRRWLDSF
Polio RdRp inh FP z-score = further read-out of Polio RdRp inh, marked with its call; z-score; measured here: FP z-score; hits read low
Active calls of the source: *. Some of the compounds tested; the hit share may differ from the screen's.

SMILES | Polio RdRp inh | Polio RdRp inh FP z-score
CN(C)S(=O)(=O)c1ccc2c(c1)oc(=O)n2C | 105.0 | 0.5
CCc1ccc(Nc2nc3ccccc3c3nncn23)cc1 | 99.0 | -0.1
O=C(COC(=O)C1(c2ccccc2F)CCCC1)NC1CC1 | 102.0 | 0.2
CC1CC(C(F)F)n2nc(C(=O)Nc3sc4c(c3C#N)CCC(C(C)(C)C)C4)nc2N1 (centres undefined) | 101.0 | -0.5
Cc1ccc(Cl)cc1N1CCN(CCCNc2ncnc3c2nc2n3CCCCC2)CC1 | 104.0 | 0.9
CCc1cccc(NC(=O)Cn2c(-c3ccc(F)cc3)cc(C(C)=O)c2C)c1 | 98.0 | -0.8
Cc1ccc(-c2nc(N)sc2CC(=O)OCC(=O)N(C)C2CCS(=O)(=O)C2)cc1 (centres undefined) | 96.0 | -0.8
CN1CCc2c(c(NCCO)nc3n[nH]c(N)c23)C1 | 110.0 | 0.8
CCN(C(=O)CN1C(=O)COc2ccc(S(=O)(=O)N3CCOCC3)cc21)c1ccc(OC)cc1 | 120.0 | 0.6
CN1C(=O)/C(=C\c2ccc(C(=O)O)cc2)c2cc(Br)ccc21 | 101.0 | -0.1
CC(C)COC(=O)Nc1cccc2ccccc12 | 98.0 | -1.6
CCCN1C(=O)C(O)(CC(=O)c2ccc(CC)cc2)c2cc(Br)ccc21 (centres undefined) | 104.0 | 0.2
Cn1c(=O)oc2cc(S(=O)(=O)N3CCCC(C(=O)N4CCN(c5cccc(Cl)c5)CC4)C3)ccc21 (centres undefined) | 104.0 | -0.9
CCCNC(=O)C1CCC(Cn2c(=O)c3sccc3n(Cc3ccccc3C)c2=O)CC1 (centres undefined) | 106.0 | 0
CCOC(=O)c1ccc(N=Cc2c(O)[nH]c(=O)[nH]c2=O)cc1 | 103.0 | 0.3
CCOc1cc(-c2ccc(OC(=O)c3ccc(OC)cc3)c(OC)c2)cc(=O)c2c(C)oc(C)c12 | 107.0 | 0
CCCN1CCC(=NNc2c(Cl)cc(Cl)cc2Cl)CC1 | 103.0 | 0.2
Cc1ccc(Cl)cc1NC(=S)N(C(C)C)C1CCN(C(C)C)CC1 | 103.0 | 0.6
CC(=O)N1CCN(C(=O)/C=C/c2ccc(Br)cc2)CC1 | 100.0 | -0.5
CN(C)CCN(C(=O)c1ccco1)c1nc2cc3c(cc2s1)OCO3 | 102.0 | 0
COc1cc(OC)c(NC(=O)CCS(=O)(=O)c2ccc3c(c2)oc(=O)n3C)cc1Cl | 112.0 | 0.8
CCN(CC)S(=O)(=O)c1ccc2c(c1)c(=O)c(C(=O)N1CCN(c3ccc(OC)cc3)CC1)cn2C | 101.0 | -0.6
Cc1ccc(-n2c(=O)c3cccnc3n2CC(=O)Nc2cc(Cl)ccc2C)cc1 | 106.0 | 0
Cc1c(C(=O)Nc2ccc(F)c(F)c2)oc2ccc(S(=O)(=O)N3CCCCC3)cc12 | 109.0 | 0.1
CCC(C)C(=O)NCc1ccc(C)cc1 (centres undefined) | 101.0 | -0.1

Seven entries from above in another layout:
Second line of a record – Polio RdRp inh, Polio RdRp inh FP z-score
> Cc1ccc(-c2nc(N)sc2CC(=O)OCC(=O)N(C)C2CCS(=O)(=O)C2)cc1 (centres undefined)
    96.0, -0.8
> Cc1c(C(=O)Nc2ccc(F)c(F)c2)oc2ccc(S(=O)(=O)N3CCCCC3)cc12
    109.0, 0.1
> CC(=O)N1CCN(C(=O)/C=C/c2ccc(Br)cc2)CC1
    100.0, -0.5
> Cn1c(=O)oc2cc(S(=O)(=O)N3CCCC(C(=O)N4CCN(c5cccc(Cl)c5)CC4)C3)ccc21 (centres undefined)
    104.0, -0.9
> CCOc1cc(-c2ccc(OC(=O)c3ccc(OC)cc3)c(OC)c2)cc(=O)c2c(C)oc(C)c12
    107.0, 0
> CCCN1CCC(=NNc2c(Cl)cc(Cl)cc2Cl)CC1
    103.0, 0.2
> CCCN1C(=O)C(O)(CC(=O)c2ccc(CC)cc2)c2cc(Br)ccc21 (centres undefined)
    104.0, 0.2

Back to the main list, repeating the two entries before the break.
SMILES | Polio RdRp inh | Polio RdRp inh FP z-score
Cc1c(C(=O)Nc2ccc(F)c(F)c2)oc2ccc(S(=O)(=O)N3CCCCC3)cc12 | 109.0 | 0.1
CCC(C)C(=O)NCc1ccc(C)cc1 (centres undefined) | 101.0 | -0.1
Cc1ccc(Nc2nc(C(=O)N3CCC(C(=O)NCCN4CCOCC4)CC3)cs2)cc1 | 106.0 | 0.9
Cc1cccc(OCCC(=O)NCC2(N3CCOCC3)CCCCC2)c1 | 104.0 | 0.8
CCOC(=O)c1c(C)[nH]c(/C(C)=N/NC(=O)Cn2nc(C)cc2C)c1C | 96.0 | -1
CS(=O)(=O)Nc1ccc(Cl)cc1C(=O)c1ccccc1 | 100.0 | -0.7
Cc1ccc(Cn2c(=O)c3ccccc3n3c(SCC(=O)N4CCCC4)nnc23)cc1 | 98.0 | -0.7
Cc1ccc(C)c(Cn2c3ccccc3c3cnn(CC(=O)NCCC4=CCCCC4)c(=O)c32)c1 | 106.0 | -0.2
Cc1ccc2scc(N3CCCCC3C)c(=O)c2c1 (centres undefined) | 110.0 | 0.9
CNC(=S)N1N=C2c3ccccc3CCC2C1c1ccc(OC)cc1 (centres undefined) | 101.0 | -0.5
O=C(O)c1ccc(NNC(=S)NCC2CCCO2)cc1 (centres undefined) | 102.0 | 0
CCOC(=O)C1CCN(C(=O)c2cc3sc(C)cc3n2C)CC1 | 104.0 | 0
CCCc1cc(C(=O)Nc2nnc(CC)s2)sc1C | 98.0 | -0.5
O=C(OCC(=O)N1CCCCC1)c1cc(=O)[nH]c(=O)[nH]1 | 104.0 | 0.2
CC(=O)Nc1ccc(NC(=O)c2cccc(C)c2)cc1 | 100.0 | -0.1
CCC(O)c1nc2ccccc2n1Cc1cccc(Cl)c1 (centres undefined) | 112.0 | 1.3
FC(F)(F)C1(C(F)(F)F)N=C(c2ccccc2)NC(c2ccccc2)=N1 | 105.0 | 0.5
CC(=O)N/N=C/c1ccc(-c2cc(C(F)(F)F)n(C)n2)s1 | 100.0 | -0.7
Cc1cc2c3c(c1)C1(C(=O)N3C(C)(C)CC2C)C(C#N)=C(N)Oc2n[nH]c(C)c21 (centres undefined) | 99.0 | -0.2
CC1(C)CC(=O)C=C(NCCCc2[nH]nc(N)c2C#N)C1 | 100.0 | -0.4
CC(C)n1c(O)c(N=NC(=O)c2ccc(O)cc2)c2ccccc21 | 104.0 | 0.1
COc1ccc(NC(=O)CSc2nc(-c3ccc(F)cc3)[nH]c2-c2ccc(C)cc2)cc1OC | 108.0 | -1
CCC(C)NC(=O)CSc1nc2n[nH]c(C)c2c(=N)n1-c1ccccc1Cl (centres undefined) | 100.0 | 0
O=C(Nc1ccc2nc(SCC(=O)N3CCOCC3)sc2c1)c1ccc(F)cc1 | 102.0 | -1
CC1=C(C(=O)OC2CCCCCC2)C(c2cccc(F)c2F)CC(=O)N1 (centres undefined) | 107.0 | 0.4
Clc1cnc(Cl)c(Cl)c1 | 104.0 | 0.5
CCOc1ccccc1NC(=O)CSc1nc2c([nH]c3ccccc32)c(=O)n1-c1ccccc1 | 105.0 | -0.6
New compounds follow:
SMILES | Polio RdRp inh | Polio RdRp inh FP z-score
Cc1cc(C(C)(C)C)oc1C(=O)O | 101.0 | -0.2
O=C(COC(=O)c1cccs1)NCc1ccccc1 | 103.0 | 0.7
O=C1OCC(CO)(CO)N=C1NNc1ccccc1 | 100.0 | -0.1
COC(=O)c1cccc(-c2ccc(C=C3C(=O)OC(c4ccccc4)OC3=O)o2)c1 (centres undefined) | 100.0 | -0.6
CN(C)C(CNC(=O)c1ccccn1)c1ccco1 (centres undefined) | 101.0 | -0.1
Cn1c2c(c(=O)[nH]c1=O)C1(O)C(=O)c3ccccc3C1(O)N2 (centres undefined) | 100.0 | -0.3
COc1cc2c(cc1OC)C(COc1ccc3c(C)cc(=O)oc3c1)N(C(=O)c1ccccc1C)CC2 (centres undefined) | 107.0 | 0.7
COc1ccc(CCN2C(=O)NC(=O)C(CCc3ccncc3)(CCc3ccncc3)C2=O)cc1OC | 99.0 | -1.2
NS(=O)(=O)c1ccc(N=NSCCO)cc1 | 100.0 | -0.4
CCOC(=O)N1CCC(NC(=O)c2ccc3c(c2)N(Cc2ccccc2)C(=O)c2ccccc2S3(=O)=O)CC1 | 104.0 | -0.3
CCC(C)NC(=O)c1cn(CC)c2ccc(S(=O)(=O)N3CCc4ccccc4C3)cc2c1=O (centres undefined) | 106.0 | 0.3
N#Cc1c(N)nc2c(c1-c1ccc(Br)s1)CCCC2 | 103.0 | 0.4
O=C1CCCC(O)=C1C=Nc1ccc(N=CC2=C(O)CCCC2=O)cc1 | 101.0 | 0.1
COc1cc2c3c(c1OC)-c1ccccc1CC3N(C)CC2 (centres undefined) | 99.0 | -0.2
Cc1ccc(Nc2nc(SCc3ccccc3)nnc2C)cc1 | 105.0 | 0.8
CCc1[nH]nc2c1C1(C(=O)N(CC)c3ccccc31)C(C#N)=C(N)O2 (centres undefined) | 105.0 | 1.1
COc1ccc(NC(=O)c2sc(SC)nc2N)cc1 | 103.0 | 0
O=C(COC(=O)C1CC2C=CC1C2)NCc1ccc(F)cc1 (centres undefined) | 101.0 | 0.1
O=c1c2oc3ccccc3c2ncn1Cc1ccc(Br)cc1 | 100.0 | -1.3
O=C(NCc1cccs1)c1cc2c(s1)CCCC2 | 105.0 | 0.3
COc1cccc(NC(=O)N2CCC(CN3CCCCCC3)CC2)c1 | 103.0 | 0.8
CCS(=O)(=O)Nc1ccc(Cc2ccncc2)cc1 | 103.0 | 0.4
O=C(COc1ccccc1F)OCc1cc(=O)n2nc(-c3cccs3)sc2n1 | 101.0 | -1
N#Cc1c(N(S(=O)(=O)c2ccccc2)S(=O)(=O)c2ccccc2)sc2c1CCCC2 | 99.0 | -0.3
CN(C)CCO/N=C(\c1ccccc1)c1ccncc1 | 100.0 | 0.1
The list continues.
SMILES | Polio RdRp inh | Polio RdRp inh FP z-score
CCOc1ccc(C(=O)CSc2nnc3cc(C)c4ccccc4n23)cc1 | 107.0 | 0.3
N#C/C(=C\c1cn(CC(=O)N2CCCC2)c2ccccc12)C(=O)NC1CC1 | 99.0 | -0.4
CC1CCCC(C)N1/N=C/c1ccc(C(=O)O)cc1 (centres undefined) | 101.0 | -0.2
CCN(c1ncnc2c1cnn2-c1cc(Cl)ccc1C)C1CCCCC1 | 110.0 | 0.6
Clc1ccc2nc(-c3ccc(Br)o3)c(Nc3ccc4c(c3)OCCO4)n2c1 | 101.0 | -0.4
CCOc1ccccc1N1CC(c2nc3ccccc3n2Cc2c(C)cc(C)cc2C)CC1=O (centres undefined) | 113.0 | 1.2
CC1CCCCC1Nc1ncnc2onc(-c3ccc(F)cc3)c12 (centres undefined) | 100.0 | -0.4
N#Cc1c(C(F)(F)F)cc(C23CC4CC(CC(C4)C2)C3)nc1SCCC(=O)O | 104.0 | 0.7
CC1CCN(S(=O)(=O)c2ccc(C(=O)NC34CC5CC(CC(C5)C3)C4)cc2)CC1 | 105.0 | 0.2
c1ccc(CC2CCN(Cc3ccncc3)CC2)cc1 | 98.0 | -1.3
CCc1ccc(C2N3CC4(CC)CN2CC(CC)(C3)C4=O)cc1 (centres undefined) | 101.0 | -0.8
COc1cc(C(F)(F)F)nc2ccc(C#CCOC(=O)Nc3ccccc3)cc12 | 105.0 | 0.3
CC1CCCCN1CCCNC(=O)c1cc2c(s1)-c1ccc(Cl)cc1SC2 (centres undefined) | 103.0 | 0.2
Cc1nn(CC(=O)N2CCN(c3cccc(C(F)(F)F)c3)CC2)c(=O)c2cc3sccc3n12 | 106.0 | -0.2
Cc1c(Cl)cccc1NC(=O)c1cc2sccc2n1Cc1ccc(F)cc1 | 102.0 | -0.9
COc1ccc(C(=O)Nc2cc(C(C)C)c(O)c(S(=O)(=O)c3ccc(OC)cc3)c2C)cc1 | 107.0 | 0.7
COC(=O)c1c(NC(=O)COc2ccc(Cl)cc2)sc(C)c1C | 109.0 | 1.4
CCN1CCN(Cc2ccc3c(c2)Cc2ccccc2-3)CC1 | 100.0 | -0.4
Cc1ccccc1Nc1nc(N)nc(COC(=O)Cc2ccc(Cl)cc2)n1 | 109.0 | 0.6
OCc1nccn1C(F)F | 96.0 | -1
CCc1c(C#N)c(N)nc(SCC(=O)c2ccccc2)c1C#N | 95.0 | -0.5
NC(=S)c1ccc(-c2cccs2)s1 | 102.0 | -0.1
CCN1C(C(=O)c2ccccc2)=C(OC(=O)COc2ccc(C)cc2)c2ccccc2S1(=O)=O | 103.0 | -0.9
COc1ccc(C2=NN3C(C2)c2cccc(OC)c2OC3(C)C)cc1 (centres undefined) | 107.0 | 2.8
Cc1ccc2c(C)c(CCC(=O)O)c(=O)oc2c1 | 96.0 | -1
Next section
SMILES | Polio RdRp inh | Polio RdRp inh FP z-score
NS(=O)(=O)c1ccc(S(=O)(=O)NCC(=O)c2ccccc2)cc1 | 111.0 | 0.6
Cc1cnc(C(=O)OCCOc2ccc(Br)cc2)cn1 | 106.0 | 0.5
Cc1ccc2nc(NCCN3CCOCC3)c3nncn3c2c1 | 101.0 | -0.3
CC(C)NS(=O)(=O)c1ccc(N2C(=O)CC3(CCCC3)C2=O)c(Cl)c1 | 107.0 | 0.3
CC1CCN(S(=O)(=O)c2ccc3[nH]cc(C(=O)NCc4ccccc4Cl)c(=O)c3c2)CC1 | 102.0 | 0.4
CCOC(=O)C1CCN(C(c2ccccc2)c2c(O)cc(C)n(Cc3ccco3)c2=O)CC1 (centres undefined) | 111.0 | 0.7
CC(C)OC(=O)c1cccc(NC(=O)c2ccc(Br)cc2)c1 | 105.0 | 0.9
O=C(Cn1nc(-c2ccc(Cl)cc2)c2ccccc2c1=O)Nc1cccc(Br)c1 | 108.0 | -0.5
CC(=O)N1CCN(C(=O)c2c(Cl)nc3sccn23)CC1 | 102.0 | -0.1
CCOC(=O)c1oc2ccc(S(=O)(=O)n3nc(-c4cc(OCC)c(OCC)c(OCC)c4)cc3N)cc2c1C | 108.0 | 0.5
O=C1CCSC2(C(=O)N(Cc3ccc(F)cc3)c3ccccc32)N1c1ccc(F)c(F)c1 (centres undefined) | 105.0 | -0.2
Cc1ccc(CN(C(=O)COc2ccccc2[N+](=O)[O-])c2ccccn2)o1 | 110.0 | 0.2
O=C(NCCc1ccccc1)c1ccc(Cn2c(=O)c3cccn3c3cccnc32)cc1 | 97.0 | -2
COc1cc(NC(=O)Cc2ccc(F)cc2)cc(S(=O)(=O)c2ccc(Cl)cc2)c1 | 106.0 | 0.3
